FBPA coupling cs: inhibits coupling enzyme system, counter-screen for aldolase hits; coupling enzyme system counterscreen, AmpLite Red fluorescence; activity change, negative = inhibition, % at 58.2 µM, hits read low; 290,000 tested, 0.67% active; in the data active = activity change below about -30%; also: % is scaled to controls: 0 for no effect and ±100 for the full control effect
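Final compound at 57.5 uM, incubated 10 min at RT with coupling enzyme reagent (glyceraldehyde-3-phosphate), then 20 min with substrate and AmpLite Red detection. Fluorescence read at 525/598 nm; tests interference with the coupling assay, not aldolase inhibition.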
GALK inhibitor: inhibitors of human galactokinase; AID 1868; Purified GALK, Kinase-Glo residual ATP luminescence; P51570; 270,000 tested, 0.007% active; Potency, µM (highest dose often 57.5 µM), for the others: top-dose activity change, negative = inhibition, hits mostly inhibitors; also: potency is read from the fitted curve at half-maximal effect; % is scaled to controls: 0 for no effect and ±100 for the full control effect
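ATP-depletion format; final 35 uM ATP, 100 uM D-galactose, 5 nM enzyme; pH 8.0 HEPES/Mg2+ buffer; 60 min RT; luminescence read 10 min after detection reagent.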
TRPV1 ag: activates the human vanilloid receptor TRPV1 | TRPV1-expressing cells, Fluo-8 calcium influx, agonist mode | activation, % at 8.33 µM | 320,000 tested, 0.19% active; in the data active = activation above about 80%; inconclusive = between about 30% and that limit; also: 0% is about no effect
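TRPV1-expressing cells were cultured overnight at 35.5C and loaded with Fluo-8 calcium dye for 40 to 90 min at room temperature. After a 10 s baseline, compound was added and calcium influx was read kinetically for 3 min (ex 480/em 520 nm).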
MLL CXXC-DNA inh: MLL CXXC-DNA interaction inhibition. Q03164. MLL-CXXC / FITC-HOXA9 DNA fluorescence polarization. Potency, µM (doses to about 115 µM), for the others: at the top dose activity change, negative = inhibition, hits mostly inhibitors. 290,000 tested, 0.037% active; active = well fitted inhibition curve with a large enough effect in the polarisation, with a control signal flat, not every such curve was filed as active; inconclusive = small, poorly fitted or top-dose-only effect, or effect the other way, or a change in a side signal; inactive = no such curve, though single readings can be large or run the other way; the % refers to the polarisation; also: potency is read from the fitted curve at half-maximal effect
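Fluorescence polarization: 7 uM MLL-CXXC (stock) preincubated 5 min with compounds, then 50 nM fluorescein-HOX-A9 DNA (stock) added; 30 min ambient. Buffer 50 mM Tris-HCl pH 7.5, 50 mM NaCl, 1 mM DTT, 0.05% BSA.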
hERG WT inh: inhibitors of human wildtype KCNH2 potassium channel | U2OS, BacMam KCNH2, thallium flux FluxOr; hits give low values | AID 720551 | 340,000 tested, 0.37% active | Q12809 | activity change, % at 1.84 µM;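 active = maximum activity change below -70%; inconclusive = maximum activity change between -70% and -50%; inactive = maximum activity change above -50%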; also: % is scaled to controls: 0 for no effect and ±100 for the full control effect
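U2OS cells were transduced with wild-type KCNH2 virus (2.03 x 10^8 / mL) for 4 h at room temperature, then cultured overnight at 37 C. Thallium flux was read with FluxOr dye. Rate constants were normalized to DMSO controls.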
B2AR arrestin: recruits beta-arrestin to the human beta2-adrenergic receptor. 330,000 tested, 0.02% active. P07550. Potency, µM (doses to about 46.1 µM), without a hit: at the top dose activation, usual class: activators. beta-arrestin recruitment to beta2AR, cell-based reporter. AID 492947;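 also: potency is read from the fitted curve at half-maximal effect; 0% = DMSO controls and full agonism = EC100 isoproterenol or metaproterenol; nearly all actives have a fitted effect of over 65% in size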
Target sequence (P07550 whole entry, looked up): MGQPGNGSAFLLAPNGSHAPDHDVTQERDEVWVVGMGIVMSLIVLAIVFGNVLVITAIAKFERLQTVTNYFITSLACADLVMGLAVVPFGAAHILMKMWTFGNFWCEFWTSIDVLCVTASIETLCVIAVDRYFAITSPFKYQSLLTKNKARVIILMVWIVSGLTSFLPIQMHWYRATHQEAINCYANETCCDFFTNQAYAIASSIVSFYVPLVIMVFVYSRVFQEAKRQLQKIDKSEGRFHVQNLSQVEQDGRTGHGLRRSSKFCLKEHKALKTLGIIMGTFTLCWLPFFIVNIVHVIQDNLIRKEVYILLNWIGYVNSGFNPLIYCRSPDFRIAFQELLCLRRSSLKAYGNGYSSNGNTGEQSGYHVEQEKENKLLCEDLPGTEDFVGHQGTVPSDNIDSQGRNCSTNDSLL
PKM2 activator: PKM2 (human) enzyme activation. AID 1631. purified PKM2, Kinase-Glo ATP luminescence, activation; response scale: 0% is enzyme alone, no compound. 260,000 tested, 0.34% active. P14618. Potency, µM (doses to about 57.5 µM), inactives show at the highest dose activation, usual class: activators; also: potency is read from the fitted curve at half-maximal effect; % is scaled to controls: 0 for no effect and ±100 for the full control effect; nearly all actives have a fitted effect of over 55% in size
Target sequence (P14618 whole entry, looked up): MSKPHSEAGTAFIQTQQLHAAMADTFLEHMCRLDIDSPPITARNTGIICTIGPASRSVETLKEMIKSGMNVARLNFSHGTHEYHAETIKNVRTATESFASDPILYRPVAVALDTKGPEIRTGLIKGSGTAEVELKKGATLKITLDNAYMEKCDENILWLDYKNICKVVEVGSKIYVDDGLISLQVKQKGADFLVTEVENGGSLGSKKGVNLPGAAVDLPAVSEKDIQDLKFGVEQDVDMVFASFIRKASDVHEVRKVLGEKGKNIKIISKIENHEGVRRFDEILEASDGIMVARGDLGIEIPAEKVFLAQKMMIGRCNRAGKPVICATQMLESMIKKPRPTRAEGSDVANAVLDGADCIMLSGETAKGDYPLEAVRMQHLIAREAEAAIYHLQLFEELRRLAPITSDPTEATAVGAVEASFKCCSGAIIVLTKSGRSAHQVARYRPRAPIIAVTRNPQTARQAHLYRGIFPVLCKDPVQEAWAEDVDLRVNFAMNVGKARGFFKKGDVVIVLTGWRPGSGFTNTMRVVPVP
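Kinase-Glo luminescence reports ATP generated from ADP (0.1 mM) and PEP (0.5 mM) by purified hPK-M2 after 1 h at room temperature, pH 7.2 imidazole buffer; intermediate enzyme activity allows detecting inhibitors and activators.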
Giardia kill: kills Giardia lamblia; Giardia lamblia trophozoite viability; activity change, % at 7.66 µM, hits read low; 340,000 tested, 0.15% active; AID 540267; in the data active = activity change below about -80%; inconclusive = between about -30% and that limit;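 also: parasites exposed to compound for two days anaerobically before the ATP read; % is scaled to controls: 0 for no effect and ±100 for the full control effect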
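Viability, read as ATP luminescence: trophozoites at 100 cells/well, compound added, 48 hrs anaerobic at 37 deg C, then 15-30 min room-temperature development before reading.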
KCNH2 3.1 block: inhibitors of human KCNH2 3.1 potassium channel isoform. U2OS KCNH2 3.1, thallium flux FluxOr; hits give low values. activity change, % (tested at about 1.8 µM). 340,000 tested, 0.95% active;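 active = maximum activity change below -70%; inconclusive = maximum activity change from -70% to -50%; inactive = maximum activity change above -50%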;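 also: thallium influx rate constant from kinetic fluorescence after stimulation buffer; % is scaled to controls: 0 for no effect and ±100 for the full control effect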
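Thallium flux read-out: FluxOr dye with Red40 quencher in HBSS/HEPES, 45 min at RT. Rate constants from kinetic reads were normalized to positive and negative DMSO controls. Cells: U2OS virally expressing the 3.1 isoform.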
Menin MLL FP TR: menin-MLL binding inhibition, Texas Red mutant peptide; 270,000 tested, 0.23% active; Potency, µM (top dose mostly 61.6 µM), for the others: at the highest dose FP activity change, negative = inhibition, most hits filed as inhibitors; Menin + Texas Red MLL mutant peptide, fluorescence polarization; AID 1768; active = well fitted inhibition curve with a large enough effect in the polarisation, with a control signal flat, not every such curve was filed as active; inconclusive = small, poorly fitted or top-dose-only effect, or effect the other way, or a change in a side signal; inactive = no such curve, though single readings can be large or run the other way; the % refers to the polarisation; also: potency is read from the fitted curve at half-maximal effect; % of control where 0% means no effect; many of its hits are not listed in these tables
USP2a inh: USP2a (human) protease inhibition. O75604. Potency, µM (doses to about 38.3 µM), for the others: at the highest dose activity change, negative = inhibition, usual class: inhibitors. 330,000 tested, 0.01% active. AID 463254. USP2 core, Ub-CHOP2 coupled fluorogenic reporter, 485/531;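 also: potency is read from the fitted curve at half-maximal effect; plate controls were DMSO wells for no effect and full inhibition by NEM control for full effect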
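USP2 core (10nM final) preincubated 30min RT with compound in 20mM Tris-HCl pH 8.0, 2mM CaCl2, 2mM beta-mercaptoethanol, 0.05% CHAPS; 25nM Ub-CHOP2 plus 25nM reporter substrate added, fluorescence (Ex485/Em531) read after 60min.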
* = called active by the depositor; ? = inconclusive; / = not tested or not shown; [ ] = dose if it differs, or a comment. Unless noted, calls follow the shape of the dose curve; as a rule, active = well fitted curve in the direction sought with a large enough effect; inconclusive = small, poorly fitted or top-dose-only effect, or another doubt; inactive = no such curve, though single readings can be large; an effect the other way counts as inactive or inconclusive. An excerpt; the hit share may differ from the screen's.

Order of values – FBPA coupling cs | GALK inhibitor | TRPV1 ag | MLL CXXC-DNA inh | hERG WT inh | B2AR arrestin | PKM2 activator | Giardia kill | KCNH2 3.1 block | Menin MLL FP TR | USP2a inh
> O=P(c1ccccc1)(c1ccccc1)c1cc(S(=O)(=O)O)ccc1O
  13 | / | -2 | 14% | -5 | -1.0% | / | -14 | -5 | -11% | 2%
> CCOCCCNC(=O)C(NC(=O)c1ccc2c(c1)OCO2)c1ccccc1 (stereo not given)
  3 | -8% | 1 | 2% | 3 | -0.2% | / | -5 | -13 | -1% | 0%
> O=C(CSc1nncs1)Nc1ccc(N2CCCCC2)cc1
  / | / | 29 | / | 2 | 0.3% | / | -6 | -31 | / | 2%
> O=C(CCCN1C(=O)/C(=C\c2ccccc2)SC1=S)N1CCOCC1
  / | / | / | / | 8 | -0.9% | / | -18 | 9 | / | -5%
> COc1ccc(OC)c(S(=O)(=O)CC(=O)c2cc3ccc(OC)cc3oc2=O)c1
  / | -4% | -2 | -4% | 1 | -0.8% | / | -4 | 3 | / | -1%
> COCCNC(=O)c1cc(OC)c(OC)cc1[N+](=O)[O-]
  1 | 5% | 1 | -1% | 0 | 0.0% | -2% | 5 | -22 | 20% | -2%
> Cc1cc(C)cc(C(=O)NCC(=O)NNC(=O)CSc2ccccc2F)c1
  / | / | 0 | / | -2 | -0.3% | / | -1 | 19 | / | 0%
> CCc1nc(SCC(=O)NCc2ccc(F)cc2)c2c(=O)n(C)c(=O)n(C)c2n1
  -3 | -3% | -1 | 0% | -13 | -0.4% | -1% | -18 | 5 | -8% | 3%
> O=C(Nc1nc2ccccc2[nH]1)c1ccc(Cl)c(S(=O)(=O)N2CCCC2)c1
  0 | 0% | -5 | ? | 6 | 0.4% | -7% | -3 | 17 | ? | -7%
> O=C(CN1C(=O)/C(=C\c2ccccc2Br)Oc2ccccc21)NCCCN1CCOCC1
  / | 2% | 5 | 2% | -3 | 0.1% | / | 5 | 7 | / | 1%
> Cc1ccc2cccc(SCC(=O)NCc3ccco3)c2n1
  3 | 5% | -1 | 7% | -6 | -0.1% | 1% | -14 | 3 | 0% | 2%
> CC(C)(C)c1ccc(OCC(=O)NNC(=O)C2CCCO2)cc1 (stereo not given)
  2 | 2% | -2 | -3% | -3 | 0.4% | 1% | -11 | 12 | 17% | 1%
> CCOC(=O)c1cnc(SC2CC(=O)N(c3ccc(OC)c(OC)c3)C2=O)nc1N (stereo not given)
  -2 | -3% | 4 | 4% | -5 | 0.1% | 5% | -5 | -19 | -8% | 1%
> Cc1nn(-c2ccccc2)c(=O)c2ccccc12
  5 | 9% | -6 | -5% | 8 | 0.0% | / | -5 | -2 | -18% | 3%
> COc1ccc(/C=C/C(=O)NCCCc2ccccc2)cc1
  -6 | -1% | 24 | -7% | 4 | -0.3% | 10% | -3 | 7 | 42%[activator] | 4%
> CCOC(=O)Cc1cc(-c2ccc(O)cc2)nc2ccc3ccccc3c12
  -7 | -3% | 27 | 2% | -14 | 0.3% | 2% | 12 | 15 | ? | -2%
> CCOc1ccc(S(=O)(=O)N2CCCCC2)cc1NC(=O)Cc1ccccc1
  / | / | 10 | / | -2 | -0.6% | / | -2 | 10 | / | 0%
> COC(=O)c1sccc1-c1ccc(/C=N/OC(=O)c2ccccc2)o1
  -1 | -7% | / | 4% | 17 | -0.5% | 5% | -3 | -4 | / | 2%
> CCOc1ccc(-n2c(O)cc(=O)[nH]c2=O)cc1
  0 | / | -6 | -6% | -3 | -0.1% | 4% | -14 | -9 | / | 4%
> Cc1ccc(C(=O)NCC(=O)OCc2nnc(-c3ccccc3)o2)cc1
  2 | 1% | -2 | -11% | -13 | -1.3% | 0% | 2 | 4 | -2% | -2%
> O=C(CNC(=O)c1ccc(Br)o1)Nc1cccc(-c2cnc3ccccc3n2)c1
  -2 | 0% | 0 | -7% | -6 | -0.1% | -19% | -17 | -11 | 16% | -2%
> Cc1ccc(C(C)C)c(OCC(=O)NNC(=O)C(C(C)C)N2C(=O)c3ccccc3C2=O)c1 (stereo not given)
  1 | 1% | 0 | 4% | 2 | -0.5% | -5% | -1 | 1 | -2% | 3%
> CCCNCc1cc(OC)c(OCC(=O)NCCc2ccccc2)cc1Br
  -2 | 1% | 1 | 7% | 17 | 4.2% | -4% | 1 | -8 | -15% | 2%
> Cc1cc(C)n(CCCNC(=O)c2ccc(S(=O)(=O)NCc3ccco3)cc2)n1
  3 | 0% | 3 | -7% | 10 | -0.1% | 5% | -6 | 1 | -6% | 2%
> O=C(N/N=C/c1cn(-c2ccccc2)nc1-c1cc2ccccc2o1)c1cccnc1
  2 | 1% | ? | 7% | -11 | ? | 6% | -1 | 5 | ? | 2%
> O=C(Nc1sc2c(c1CN1CCOCC1)CCC2)c1ccc(F)cc1
  5 | 1% | 20 | 11% | 8 | -1.1% | 1% | 1 | -10 | 1% | 1%
> C=CCN1C(=O)c2ccc(C(=O)NCC(c3ccccc3)N(C)C)cc2C1=O (stereo not given)
  / | -2% | 1 | 9% | 14 | -0.9% | 7% | 3 | 8 | / | -1%
> CC1=NNC(=O)C1CC(=O)N/N=C/c1sccc1C (stereo not given)
  0 | 0% | -6 | 3% | 5 | -0.3% | -6% | -26 | 11 | / | -3%
> CSCCC(NC(=O)COc1ccccc1)C(=O)NC1CCC(C)CC1 (stereo not given)
  / | / | 9 | / | -1 | -0.4% | / | -2 | -23 | / | 1%
> Cc1ccccc1-c1cc(C(=O)N/N=C/c2cccnc2)c2ccccc2n1
  / | -10% | 9 | 3% | 9 | -1.0% | -1% | 5 | 6 | / | -2%
> Cc1ccc(C2C3=C(CCCC3=O)Nc3c2c(C)nn3-c2ccccn2)o1 (stereo not given)
  0 | 13% | 18 | 4% | / | -0.2% | -1% | / | / | -23% | -2%
> Nc1cnc(-c2ccccc2)nc1Cl
  0 | 1% | 6 | 6% | 1 | -1.8% | 0% | -1 | -1 | 16% | 1%
> CCOC(=O)C1CCN(c2ncnc3c2oc2ccccc23)CC1
  -4 | 0% | 8 | -15% | 21 | 0.0% | -4% | 6 | 5 | 0% | 1%
> CCOC(=O)c1ccc(NC(=O)CSc2nnc(COc3ccccc3OC)n2C)cc1
  3 | -3% | 14 | 15% | 4 | 0.1% | 3% | 3 | -21 | 12% | 5%
> CCOc1ccc(C2C(C(=O)c3ccco3)=C(O)C(=O)N2CCN2CCOCC2)cc1OCC (stereo not given)
  -2 | -3% | 1 | 3% | 7 | -0.2% | -2% | 6 | 3 | 0% | -1%
> O=C(Cc1ccccc1)Nn1c(-c2ccccc2F)nc2ccccc2c1=O
  1 | -2% | -1 | -3% | -1 | -0.3% | 5% | -6 | -28 | -1% | 5%
> CCOc1ccc(C(=O)CCC(=O)NNC(=O)c2ccncc2)cc1
  / | / | 2 | / | -8 | -0.1% | / | 9 | -14 | / | 1%
> C[C@H](CO)N1C[C@H](C)[C@@H](CN(C)C(=O)Nc2ccccc2)Oc2c(NS(=O)(=O)c3ccccc3)cccc2C1=O
  / | / | / | / | -1 | -1.7% | / | -5 | -1 | / | -8%
> O=C(CSc1nc2ccccc2nc1N1CCOCC1)Nc1ccccc1F
  0 | / | ? | / | 5 | -0.6% | -21% | 16 | -4 | -6% | -4%
> COCCCN1C(=O)/C(=C\c2cccs2)C(C(=O)OC)=C1C
  2 | -2% | 2 | 0% | 3 | -1.0% | 2% | 8 | -13 | -1% | 2%
> CCOC(=O)c1c(NC(=O)c2ccc(Cl)cc2)csc1C
  -4 | 0% | 3 | 8% | 0 | -0.7% | 2% | 0 | -15 | -4% | 3%
> COc1ccccc1N1CC=C(c2cccc([N+](=O)[O-])c2)NC1=O
  1 | 1% | 1 | 2% | -15 | -0.2% | 7% | -5 | -1 | / | 6%
> CC(=O)NCCC(=O)Nc1cc(S(=O)(=O)Nc2ccc(Cl)cc2)ccc1N1CCCC1
  1 | / | 7 | 0% | 19 | -0.3% | / | 10 | -8 | -15% | -1%
> CCC(Sc1nc(=O)cc(N)n1CCc1ccccc1)C(=O)Nc1cc(C)on1 (stereo not given)
  2 | 1% | -1 | -3% | -8 | -0.3% | 7% | -3 | -7 | 0% | 0%
> C=CCC(=O)OCC(=O)Nc1ccc(Cl)cn1
  -1 | 0% | 1 | 8% | 0 | -0.5% | 3% | -3 | -3 | 7% | -2%
